MITF act: activators of MITF-driven TRPM1 promoter activity in SK-MEL-5 cells | activation, % at 12.5 µM | 0.75% of 300,000 active | SK-MEL-5 TRPM1-promoter luciferase, 24 h; % of positive control, neutral wells = 0;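 active = mean activation of at least 80% with every replicate also reaching 80%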;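 note: 0% = neutral control wells and 100% = parthenolide positive control wells; values of inactives mirror those of a sister screen read the other way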
CAL PDZ FP-1: CAL PDZ (human) peptide binding inhibition | purified CAL PDZ, TMR-peptide fluorescence polarization, 1 h | inhibition, % at 24.9 µM | 0.92% of 300,000 active | AID 602252;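 active = mean inhibition of at least 30% with at least half of replicates also reaching 30%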;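 note: 0% = DMSO neutral control and 100% = excess unlabeled competitor peptide PRC23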
Rtt109 Vps75: C. albicans Rtt109 histone acetyltransferase inhibition | Q5AAJ8 | purified Rtt109/Vps75, ThioGlo CoA-SH fluorescence, 4 h | inhibition, % at 34.9 µM | 0.16% of 330,000 active | AID 540336;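 active = inhibition of at least 50% in every replicate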
Target sequence (Q5AAJ8 whole entry, looked up): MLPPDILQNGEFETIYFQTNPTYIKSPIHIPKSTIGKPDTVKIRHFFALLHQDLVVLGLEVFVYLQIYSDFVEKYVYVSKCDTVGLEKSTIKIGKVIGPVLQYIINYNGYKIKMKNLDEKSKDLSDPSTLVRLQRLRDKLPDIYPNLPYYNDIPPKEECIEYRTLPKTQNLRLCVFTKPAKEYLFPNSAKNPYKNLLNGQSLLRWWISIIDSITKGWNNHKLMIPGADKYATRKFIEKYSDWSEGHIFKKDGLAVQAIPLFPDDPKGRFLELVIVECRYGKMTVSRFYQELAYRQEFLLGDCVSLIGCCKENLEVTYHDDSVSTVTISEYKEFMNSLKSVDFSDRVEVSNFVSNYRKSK
Wnt bcat act: activates Wnt/beta-catenin signaling in a reporter cell assay; activator, plate reader; activation, % at 9.35 µM; 1.2% of 300,000 active; AID 743398; in the data active = activation above about 30%, passing the limit was not always enough;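 note: 0% = neutral control wells and 100% = positive control wells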
CDK5 inh: blocks human CDK5/p35 kinase activity | Q00535+Q15078 | Recombinant CDK5/p35, ADP-Glo luminescence, 60 min | inhibition, % at 10 µM | 0.01% of 330,000 active | AID 488839;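 active = highest replicate inhibition of at least 50% and at least 75% of replicates reaching 50%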;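 note: plate controls were DMSO neutral control for no effect and GW8510 at 10 µM for full effect; many of its hits are not listed in these tables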
dFosB act: activators of mouse delta FosB homodimer; 0.99% of 340,000 active; activation, % at 25 µM; P13346; purified delta FosB, TAMRA-CDK5 oligo fluorescence polarization; percent of positive-control signal above neutral wells;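 active = mean activation above about 17%, with every replicate also reaching it, limit read from the data, passing the limit was not always enough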;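 note: fluorescence polarization rise as delta FosB binds a TAMRA Cdk5 AP-1 oligo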
Target sequence (P13346 whole entry, looked up): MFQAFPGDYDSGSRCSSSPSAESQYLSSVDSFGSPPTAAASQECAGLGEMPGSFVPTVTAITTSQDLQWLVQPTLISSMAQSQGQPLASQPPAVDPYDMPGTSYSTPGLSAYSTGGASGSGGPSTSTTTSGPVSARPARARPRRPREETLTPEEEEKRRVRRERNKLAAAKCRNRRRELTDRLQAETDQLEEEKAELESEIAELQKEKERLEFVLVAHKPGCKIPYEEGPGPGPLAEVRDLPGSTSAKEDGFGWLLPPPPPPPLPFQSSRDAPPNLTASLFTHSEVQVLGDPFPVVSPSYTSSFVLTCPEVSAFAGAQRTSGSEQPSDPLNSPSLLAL
Tat export inh: E. coli Tat transport inhibition | inhibition, % at 10 µM | E. coli MC4100 TorA-mCherry Tat export, fluorescence | 0.036% of 340,000 active;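 active = mean replicate inhibition at least 50% and at least half of replicates individually reaching 50%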;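 note: exported cargo escapes ClpAP degradation while cytoplasmic cargo is degraded and loses fluorescence; 0% = median of neutral control wells and 100% = median of NaSCN control wells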
RTF Ca sens act: cardiac RTF calcium sensitization. IANBD-labeled TnC RTF fluorescence at EC20 calcium; 0% EC20 calcium, 100% full calcium. activation, % at 7.2 µM. 0.24% of 340,000 active. AID 493008;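 active = activation above the mean over all tested compounds plus 3 SD, cut at about 30% in these data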;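 note: rise in fluorescence read as greater calcium sensitivity of cardiac thin filaments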
V-ATPase pHluor: regulators of yeast V-ATPase proton transport. S. cerevisiae, pHLuorin cytosolic pH fluorescence. response, % at 10 µM. 0.37% of 350,000 active. AID 504577; in the data active = response mostly above about 7.3%, no sharp cut-off; inactive = mostly below about 5.4%; note: actives read high; inactives centre near 0; some compounds called inactive have numbers as strong as hits
CAL PDZ FP-2: human CAL PDZ-peptide interaction inhibition; Q9HD26; purified CAL PDZ, TMR-peptide fluorescence polarization, 1 h; inhibition, % at 20 µM; 0.02% of 330,000 active; AID 504414;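 active = highest replicate inhibition of at least 40%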;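 note: plate controls were DMSO neutral control wells for no effect and unlabeled competitor peptide control wells for full effect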
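Control set: unlabelled peptide and DMSO controls / Material: purified CerCALP PDZ construct / Timing: 1 h incubation at room temperature before polarization reading / Doses: 20 µM, one dose / Detection: fluorescence polarization (mP)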
Starred values were filed as active, the others as inactive; nt = not tested or not shown.

The opening two records (preview)
SMILES,RTF Ca sens act,MITF act,Rtt109 Vps75,CDK5 inh,Tat export inh,dFosB act,CAL PDZ FP-1,V-ATPase pHluor,CAL PDZ FP-2,Wnt bcat act
Cc1ccc(C)c(N2CCN(S(=O)(=O)c3c(C)noc3/C=C/N(C)C)CC2)c1,-8,-4,-8,3.0,6,-3,-7,-2,-0.3,0
CC(C)(C)c1ccc(C(=O)N2CCN(c3nc4ccccc4o3)CC2)cc1,3,nt,-9,-1.8,-5,-5,1,4,0.6,-1

All compounds of this part (from the top)
SMILES,RTF Ca sens act,MITF act,Rtt109 Vps75,CDK5 inh,Tat export inh,dFosB act,CAL PDZ FP-1,V-ATPase pHluor,CAL PDZ FP-2,Wnt bcat act
Cc1ccc(C)c(N2CCN(S(=O)(=O)c3c(C)noc3/C=C/N(C)C)CC2)c1,-8,-4,-8,3.0,6,-3,-7,-2,-0.3,0
CC(C)(C)c1ccc(C(=O)N2CCN(c3nc4ccccc4o3)CC2)cc1,3,nt,-9,-1.8,-5,-5,1,4,0.6,-1
Cc1ccc(SCC(=O)OC(C)C(=O)N2CCc3ccccc32)cc1 (stereo not given),-11,-3,15,-3.6,1,-7,3,7,-2.1,-2
CC12CC(c3ccccc3O1)N(C(=O)c1ccco1)C(=S)N2c1ccc(F)cc1 (stereo not given),9,nt,2,-0.9,-1,-9,-2,0,-2.3,-4
N=c1c(C(=O)NCc2ccccc2)cc2c(=O)n3ccccc3nc2n1CCCN1CCOCC1,-2,3,-136,-0.3,-7,-1,0,-28,-2.4,nt
C[C@H](N)C(=O)NC[C@H]1O[C@@H](n2cnc3c(N)ncnc32)[C@H](O)[C@@H]1O,-1,-2,1,0.4,-6,8,0,0,0.5,-2
CCOc1ccc(N2C(=O)C(CC(=O)Nc3ccccc3)N(Cc3ccccn3)C2=S)cc1 (stereo not given),6,-4,7,-3.7,6,-19,4,-2,-1.2,-3
CCOC1=NC(=C(c2ccccc2)c2ccccc2)OC1=O,0,0,3,1.8,-7,0,nt,2,0.3,1
O=C(O)c1cnn2c1NC(c1ccc(F)cc1)CC2C(F)(F)F (stereo not given),-3,-5,-9,0.8,-11,-2,0,-6,-0.4,-4
Cc1cc(Cl)ccc1NC(=O)CCCN1C(=O)CCC1=O,4,-12,5,-2.0,-2,0,-1,-4,-0.8,nt
CCN(CC)CCCNC1CCS(=O)(=O)C1 (stereo not given),3,nt,11,-1.1,5,-2,-3,-2,-2.2,-3
CC(=O)c1cccc(NC(=O)c2ccc(OC3CSC3)cc2)c1,4,49,1,-0.2,-2,4,nt,0,1.1,2
O=C(CN1C(=O)CSC1=O)Nc1ccc(N2CCOCC2)cc1,5,-6,1,-0.6,4,-1,-3,1,nt,nt
CCCCCCCCNS(=O)(=O)CCNC1CCCCC1,-5,-8,11,0.0,14,-3,0,1,-1.1,-1
COc1ccccc1NC(=O)c1ccc(-n2cccn2)c([N+](=O)[O-])c1,0,14,13,-1.9,0,3,4,-1,-0.4,0
NC1=NC(=O)/C(=C/C=C/c2cccs2)S1,-2,38,-6,0.6,16,1,-6,2,-0.8,36*
COC(=O)C1Sc2[nH]c(=O)sc2C2c3ccccc3OC(=O)C12 (stereo not given),-4,nt,3,1.0,9,-1,-1,-3,0.0,-1
COc1ccc(OC)c(NC(=S)NCC(c2cccnc2)N2CCOCC2)c1 (stereo not given),0,-5,-14,-5.4,-2,1,-1,-2,0.2,0
Cc1ccc(C(=O)NCCc2nnc3ccc(SCC(=O)NCc4ccc(F)cc4)nn23)cc1,-3,0,6,0.0,-1,0,-2,1,-1.1,0
COc1ccc(NC(=S)N2CCN(C(c3ccccc3)c3ccccc3)CC2)c(OC)c1,-1,nt,0,1.2,7,4,0,1,-0.3,-2
O=C1c2ccccc2C(=O)N1CCCCSc1nnnn1-c1ccccc1,-3,-6,11,1.5,-2,0,-4,-2,nt,nt
O=C(Nc1ccccc1N1CCCC1)c1cccc(F)c1,2,nt,-1,4.4,-6,-6,-8,-3,0.2,0
COCCNC(=O)C1CCN(S(=O)(=O)c2ccccc2)CC1,7,3,2,-5.2,-8,-1,-5,-2,0.2,nt
COc1ccccc1CNC(=O)CN1CCC(n2cnc3cc(F)ccc32)CC1,1,8,-7,-0.8,-1,-8,-2,0,-0.5,-4
O=c1cc(N2CCCCC2)c(-c2ccccc2)nn1Cc1ccc(F)cc1,7,-4,1,-4.5,4,-5,-1,-2,-0.7,-3
O=C(CSc1nnc(C2CC2)n1Cc1ccccc1)NCc1ccccc1,9,nt,5,-1.9,14,-10,-1,1,nt,-6
COCC(=O)Nc1cccc(Br)c1,1,-2,-3,-4.5,-4,2,-1,-4,0.0,-1
COc1cccc(-c2nnc(SCC(=O)NC3CCS(=O)(=O)C3)n2C)c1 (stereo not given),0,-3,7,0.2,2,-2,-2,-2,-0.5,0
C=CCNc1nnnc2c1sc1nc(N3CCOCC3)c3c(c12)CCCC3,1,13,-9,-0.3,8,-14,-4,-1,-5.2,-1
CCOc1ccccc1NS(=O)(=O)c1ccc2[nH]c(=O)ccc2c1,-2,0,11,0.0,-3,0,-5,0,nt,-1

(continued)
SMILES,RTF Ca sens act,MITF act,Rtt109 Vps75,CDK5 inh,Tat export inh,dFosB act,CAL PDZ FP-1,V-ATPase pHluor,CAL PDZ FP-2,Wnt bcat act
O=C(NCCc1ccc(F)cc1)N[C@@H](Cc1ccccc1)C(=O)O,-5,3,0,-0.3,8,1,-5,3,-0.2,2
CCCCN(C)C(=O)c1nc2ccccn2c1CN1CCC[C@H]1C(=O)OC,-2,-2,6,-0.3,0,-9,0,6,0.4,-1
CCC1CC2(C)NC(=O)c3c(sc4c3CC(C)(C)OC4)N2C1=O (stereo not given),0,-8,14,-5.3,3,-1,-1,-1,-2.0,nt
O=C(Nc1ccc(NC(=O)c2ccc([N+](=O)[O-])cc2[N+](=O)[O-])cc1)c1ccco1,-8,-46,-4,-0.3,6,-7,0,1,0.7,-1
O=C(Nc1nnc(CCN2CCOCC2)s1)c1ccccc1,0,nt,-3,2.8,-7,-1,0,6,-0.2,nt
Cn1cc(/C=N/NC(N)=S)c2ccccc21,4,nt,8,2.0,-7,2,-4,2,0.0,1
COc1ccc(N2CCN(C(=O)Nc3ccccc3C)CC2)cc1,6,-20,nt,-0.6,6,-5,-3,3,-2.2,-7
O=C(NN1CCOCC1)c1ccc(Cl)cc1,-4,-9,2,nt,-6,5,-5,0,0.4,nt
Cc1ccccc1N(C)C(=O)c1coc(=O)c2ccccc12,0,nt,6,-0.4,1,-4,5,-2,-1.0,-1
CCN(CC(=O)Nc1c(F)cccc1F)C(=O)CSc1ccccc1,4,5,1,0.0,1,3,-3,3,-0.1,-2
CSc1cccc(NC(=O)OC2CCCCCCCCCCC2)c1,2,-16,2,0.4,-2,-2,-5,0,-1.6,0
C/C(=N\NC(=O)c1ccncc1)c1cccc(NC(=O)c2ccc(C(C)(C)C)cc2)c1,0,37,0,2.1,12,-12,0,8,-2.3,35*
CCN(CC)CCn1c2c(c(SCC(=O)Nc3ccccc3Cl)nc1=O)CCC2,-2,3,9,2.4,-3,0,-1,0,-2.2,1
CCc1nc(SCC(=O)Nc2ccc(N(C)C)cc2)n[nH]1,1,-3,-5,1.5,-2,3,-3,0,-2.6,9
Oc1ccccc1-c1nnc(COc2ccccc2)o1,2,71,-11,0.8,1,0,-2,-2,-1.1,18
ON1C(c2ccc(Cl)cc2Cl)N(O)[C@H]2CCCC[C@H]21 (stereo not given in full),0,-9,-2,-2.1,-9,2,1,0,0.2,nt
Cc1csc2c(=O)n3c(nc12)CCCCC3,-4,15,-7,0.5,0,-4,-5,3,nt,nt
COC(=O)c1ccc(C23CC4(C2)[C@H](CN(Cc2ccc(-c5ccccc5)cc2)[C@@H]4c2ccccc2)C3c2ccccc2)cc1 (stereo not given in full),-7,2,2,-0.3,-5,1,-3,-6,-0.2,-3
Cc1cccc(C)c1NC(=O)c1ccc(-c2ccc(Cl)cc2Cl)o1,5,7,7,0.7,-3,-9,0,1,-2.3,nt
CCNC(=S)N(CCc1c(C)[nH]c2ccc(C)cc12)Cc1cccs1,1,15,6,1.3,7,-6,nt,0,0.9,-2
COc1cc(CCCN2CCNC[C@@H]2Cc2ccccc2)cc(OC)c1OC,4,17,5,0.4,2,-11,-1,0,0.7,2
Cc1cccc(NC(=S)N2CCN(c3ccccc3)CC2)c1,nt,11,0,3.5,-2,0,-6,0,-1.0,0
Cc1cc(Cn2nc(C(=O)NCc3cccc(Br)c3)cc2-c2ccccc2)on1,-7,-1,3,-0.7,-3,2,-1,1,-0.3,-2
COc1ccc2nc(CCN(C)C(=O)C3CCC(=O)N(Cc4cccc(F)c4)C3)[nH]c2c1 (stereo not given),-4,-9,-5,nt,4,-5,-1,0,-1.5,0
COc1ccc(NC(=O)CSc2c(C)n[nH]c2C)cc1,-5,-12,30,0.3,-4,-1,nt,-1,0.2,nt
COc1ccc(C(=O)n2nc(-c3ccccc3)nc2SC)cc1,-2,8,4,-1.1,-5,5,-3,0,-1.7,nt
O=C(CNC(=O)Cc1ccccc1)NCC(=O)OCC(=O)c1ccccc1Cl,8,-6,1,-2.8,-15,1,1,0,-0.9,8
NNc1nc2c(F)cc(F)cc2s1,5,11,-13,-0.7,3,-3,-1,15,-0.4,0
CCN(CC)S(=O)(=O)c1cc(C(=O)Oc2cccc(-c3cnc4ccccc4n3)c2)ccc1Br,0,34,-11,2.8,-1,-3,-2,1,0.0,nt
Cc1c(NC(=O)COC(=O)Cc2ccc(Cl)cc2)c(=O)n(-c2ccccc2)n1C,9,8,5,-1.2,3,2,-4,0,nt,nt

Going on with the list.
SMILES,RTF Ca sens act,MITF act,Rtt109 Vps75,CDK5 inh,Tat export inh,dFosB act,CAL PDZ FP-1,V-ATPase pHluor,CAL PDZ FP-2,Wnt bcat act
O=C(c1ccc(F)cc1F)C1CCN(c2ccc([N+](=O)[O-])cn2)CC1,nt,nt,6,0.1,7,-14,nt,5,-5.5,0
O=C1c2ccccc2C(Nc2ccc(F)c(Cl)c2)N1Cc1ccco1 (stereo not given),7,nt,4,-5.7,21,-9,nt,5,-1.0,0
COc1ccccc1NS(=O)(=O)c1cc(NC(=O)C(C)NC(N)=O)ccc1N1CCCC1 (stereo not given),-6,6,16,1.3,-12,-10,nt,-1,-1.9,1
Cc1oc2cc(O)ccc2c(=O)c1-c1nncn1-c1ccccc1,13,0,48,1.2,5,-7,1,4,-0.6,-1
COc1ccc(Cl)cc1NC(=O)NCc1ccc2c(c1)OCO2,0,-6,-6,0.7,7,62*,-1,0,-1.9,1
COc1ccccc1CNC(=O)[C@H](C)NC(=O)C1CCN(C(=O)[C@@H](N)Cc2ccccc2)CC1,3,-3,8,-0.6,2,-4,0,-5,0.3,-3
C/C(=N\NC(=O)c1sccc1C)c1ccncc1,1,66,16,0.7,3,10,-2,0,-2.1,18
COc1ccc(/C=N/Nc2ccc(C(F)(F)F)cc2[N+](=O)[O-])cc1,-2,-16,-7,0.1,-1,3,-1,-1,0.7,-1
O=C(NC1CCCC1)C(c1ccncc1)N(C(=O)c1csnn1)c1cccc(Cl)c1 (stereo not given),-3,1,1,-0.8,6,0,-4,3,-1.4,1

Screens deposited in PubChem by several laboratories.
